# High-throughput results from PubChem BioAssay.
# RSV CPE inhibition = inhibition of RSV-induced cytopathic effect – HEp-2 cells, primary 10 µM value included (AID 2391) | HEp-2 cells, RSV-induced CPE inhibition; higher % means a stronger effect | CPE inhibition, % at 10 µM; hits with a dose series show IC50 in µM | 0.13% of 310,000 active; in the data active = a potency from the dose series; inconclusive = CPE inhibition mostly from about 23% at the one dose, without a potency; inactive = the rest, 99 in 100 with CPE inhibition below about 21%; also: strong numbers were not always called active
# T cell modulator = modulates CD8 T cell binding to vesicles; 2C CD8+ T cell-vesicle binding, flow cytometry; active compounds read low; calls only at 7 µM; 0.068% of 330,000 active;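 active = response, share of CD8 T cells binding vesicles, and their 90th percentile fluorescence all below set limits, cut at about 80% in these data, passing the limit was not always enough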
#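 Material: murine 2C transgenic CD8+ T lymphocytes / Also added: QL9-peptide-loaded Drosophila micro-vesicles bearing Ld, ICAM-1 and B7-1 / Schedule: binding step 1.5 h, 37 °C, antibody labelling 20 min, ice / Signal: flow cytometry, PE anti-B7-1 (FL2) versus Alexa647 anti-CD8 (FL8), PFA-fixed / Evaluation: percent CD8+ FL2 mean versus row control / Benchmarks: naked versus QL9-loaded vesicles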
# West Nile virus CPE = West Nile virus antiviral activity, cell-based, CPE readout (AID 1621) | West Nile virus-infected cells, CPE inhibition; higher % means a stronger effect | CPE inhibition, % at 10 µM, or IC50 in µM where a hit was titrated | 0.02% of 290,000 active; in the data active = a potency from the dose series; inconclusive = CPE inhibition mostly from about 3.7% at the one dose, without a potency; inactive = the rest, 99 in 100 with CPE inhibition below about 2.2%; also: strong numbers were not always called active
# Salmonella PhoP GFP = PhoP-dependent GFP reporter repression – Salmonella Typhimurium, primary screen (AID 1863); S. Typhimurium PhoP-regulated promoter GFP reporter, 4 h; higher % means a stronger effect; one-dose inhibition, % at 50 µM; IC50 in µM for titrated hits; 0.16% of 300,000 active;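 active = inhibition over 29.93%, a cutoff 3 SD above the screen mean, later confirmed by dose response; inconclusive = inhibition over 29.93% but no dose response follow-up; inactive = inhibition at most 29.93% or unconfirmed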;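 also: 0% = low Mg2+ inducing control and 100% = high Mg2+ repressing control; strong numbers were not always called active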
# Rac1 GTP hydrolysis = MgcRacGAP GTPase-activating activity inhibitors, confirmation, biochemical, ADP Hunter fluorescence; MgcRacGAP-stimulated Rac1 GTP hydrolysis, ADP Hunter fluorescence; higher % means a stronger effect; GST-tagged Rac1 F28L mutant substrate; inhibition, % at 30 µM; hits with a dose series show IC50 in µM; 0.6% of 340,000 active;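 active = first-screen hits whose inhibition reached a set limit at any dose in the follow-up dose series; inconclusive = inhibition above the set first-screen limit but never retested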;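 also: fluorescence reports GDP produced by GAP-driven GTP hydrolysis; strong numbers were not always called active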
# K1F lysis inhibition = inhibition of K1F phage lysis, E. coli UTI89, bacterial capsule biogenesis inhibitors, alamar blue (AID 488966); E. coli UTI89 K1F phage lysis, alamar blue, 2 h; higher % means a stronger effect; inhibition, % at 100 µM, or IC50 in µM where a hit was titrated; 0.02% of 340,000 active;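 active = phage lysis inhibition, versus mean bacterial control, above a set limit; inconclusive = no clear call, values can overlap the other calls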;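 also: capsule biogenesis inhibitors block K1F phage lysis so surviving cells raise fluorescence; higher fluorescence means more inhibition of phage lysis; actives were called in the ten point dose series up to 300 µM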
# NS5 inhibitors = Dengue-2 NS5 methyltransferase inhibitors, primary screen, biochemical, confirmation dose response (AID 588689); Dengue-2 NS5 methyltransferase capping enzyme assay, biochemical; higher % means a stronger effect; inhibition, % at 25 µM; hits with a dose series show IC50 in µM; 0.3% of 340,000 active; in the data active = a potency from the dose series; inconclusive = inhibition above about 29% without an active follow-up result
# SV40 large T antigen = SV40 large T antigen inhibitors, biochemical (AID 1903). 0.39% of 310,000 active. SV40 large T antigen ATPase/helicase inhibition assay; higher % means a stronger effect. inhibition, % at 20 µM; hits with a dose series show IC50 in µM; in the data active = a potency from the dose series; inconclusive = inhibition mostly from about 32% at the one dose, without a potency; inactive = the rest, 99 in 100 with inhibition below about 32%; also: strong numbers were not always called active
# NTR1 ag = NTR1-driven beta-arrestin-GFP spot formation – imaging, U2OS cells, high content, primary screen (AID 493036); agonist mode; activation, % at 20 µM; 0.17% of 330,000 active;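 active = activation at or above 40% of the spot to cytoplasm intensity ratio, with at least 20 cells analyzed; inconclusive = wells under 20 cells, flagged as cytotoxic or low count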;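 also: 0% = DMSO without peptide and 100% = 100 nM NTR1 peptide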
# Target sequence (P30989 whole entry, looked up): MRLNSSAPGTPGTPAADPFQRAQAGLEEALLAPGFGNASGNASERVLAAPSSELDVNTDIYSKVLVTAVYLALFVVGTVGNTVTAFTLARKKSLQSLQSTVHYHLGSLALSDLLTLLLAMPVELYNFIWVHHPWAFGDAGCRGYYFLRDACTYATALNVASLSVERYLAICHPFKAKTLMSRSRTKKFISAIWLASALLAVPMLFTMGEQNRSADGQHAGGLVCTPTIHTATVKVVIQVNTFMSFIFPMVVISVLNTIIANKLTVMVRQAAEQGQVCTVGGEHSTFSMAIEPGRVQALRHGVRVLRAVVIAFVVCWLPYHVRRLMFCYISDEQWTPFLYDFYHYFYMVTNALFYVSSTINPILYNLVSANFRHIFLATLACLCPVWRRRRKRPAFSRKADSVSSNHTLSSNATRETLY
# T cell modulator vesicle-bound % = recorded beside T cell modulator, whose call it bears; double positive events, %; measured here: CD8+ vesicle-bound cell fraction;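 binding gate set so that unloaded-vesicle control wells show 10% double positive cells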
# NTR1 ag cell count 20 µM = also measured in NTR1 ag; calls as there; cell count; measured here: cell count, cytotoxicity flag
# NS5 inhibitors pilot replicate = further read-out of NS5 inhibitors, marked with its call; inhibition, %; measured here: pilot screen replicate inhibition
# The depositor's hits bear a star; i = inactive; ? = inconclusive; . = not tested or not shown; [ ] = dose if it differs, or a comment.
SMILES,RSV CPE inhibition,T cell modulator,T cell modulator vesicle-bound %,West Nile virus CPE,Salmonella PhoP GFP,Rac1 GTP hydrolysis,K1F lysis inhibition,NS5 inhibitors,SV40 large T antigen,NTR1 ag,NTR1 ag cell count 20 µM,others
COc1ccc(-c2noc(CN(C)CCC3CCCCO3)n2)cc1 (stereo not given),0.8%,i,26,-1.2%,6%,-1%,-1.0%,-2%,10%,0.4,49,
COc1ccc(N(C)S(=O)(=O)c2cccc(C(=O)NCC(c3ccco3)N3CCCC3)c2)cc1 (stereo not given),-0.9%,i,46,.,-6%,3%,-1.5%,-9%,28%,0.8,65,
COc1ccc(NC(=O)C2CCCN(S(=O)(=O)c3cnc[nH]3)C2)cc1 (stereo not given),0.0%,i,48,-0.1%,-3%,-2%,1.6%,-3%,16%,0.6,58,
COc1cccc(C(=O)OCC(=O)NCc2ccc3c(c2)OCO3)c1OC,.,i,36,.,.,-2%,0.2%,-7%,.,1.2,73,
C[C@@]12CC[C@H]3OC(=O)C=C3C1CC[C@@]13CC(CCC12)[C@](CO)(O[C@H]1O[C@H](CO)[C@@H](O)[C@H](O)[C@H]1O)C3 (stereo not given in full),.,i,38,.,7%,-4%,0.4%,-5%,14%,-1.2,93,
Cc1ccc(S(=O)(=O)Nc2ccccc2F)cc1C(=O)NCc1ccco1,2.3%,i,38,.,.,5%,0.7%[50 µM],4%,.,-0.3,68,
CC(=O)N1c2ccc(S(=O)(=O)N3CCC(C(=O)Nc4ccccn4)CC3)cc2CC1C (stereo not given),3.4%,i,9,-0.8%,-1%,7%,2.5%,-3%,4%,0.2,65,
Cc1cccc(OCC(=O)Nc2ccc(NC(=O)c3ccco3)cc2)c1,.,.,.,-0.1%,.,4%,0.3%,-2%,.,26,42,
CCOC(=O)CCC(=O)N1CCNC(=O)C1,3.7%,i,39,0.3%,-9%,0%,0.5%,-7%,16%,-2.3,62,
C=CCn1c(SCC(=O)Nc2cc(NC(C)=O)ccc2OC)nnc1-c1ccccn1,0.8%,i,53,0.0%,-6%,1%,0.5%,-1%,18%,-1.6,77,
CC(=O)Nc1ccc(S(=O)(=O)N2CCN(CCN3CCOCC3)CC2)cc1Cl,.,i,55,0.8%,-4%,4%,1.4%,-5%,-3%,-1.0,38,
CCCCNC(=O)c1cccc2c(=O)c(C)c(-c3ccccc3)oc12,1.8%,i,46,-0.7%,-14%,11%,2.5%,6%,3%,2.7,45,
CS(=O)(=O)c1ccc(Cl)c(NC(=O)COC(=O)CNC(=O)c2ccccc2)c1,-2.0%,i,47,0.1%,0%,6%,-0.8%,-7%,-6%,1.7,49,
CC(Sc1nnc(-c2ccccc2)c(-c2ccccc2)n1)C(=O)Nc1ncc(Cl)cc1Cl (stereo not given),20%,i,43,-1.0%,3%,9%,-4.3%,-6%,-4%,0.5,37,
CCn1cc(C2=NOC(C(=O)Nc3cc(C)nn3-c3ccccc3)C2)c(C)n1 (stereo not given),0.6%,i,9,-0.6%,-11%,10%,0.0%,0%,4%,1.4,68,
COC1OC(COC(=O)c2ccccc2)C(OC(=O)c2ccccc2)C1OC(=O)c1ccccc1 (stereo not given),11%,i,33,-0.8%,6%,.,0.0%,8%,4%,5.2,87,
CNc1nc2c(c(=O)n(C)c(=O)n2C)n1Cc1ccccc1,1.3%,i,39,-1.5%,-10%,-6%,-0.5%,3%,1%,2.4,66,NS5 inhibitors pilot replicate=2.4
OC(COc1ccc2cc(Br)ccc2c1)CN1CCCC1 (stereo not given),-3.4%,i,18,?,3%,17%,-2.1%,2%,56%,-0.1,62,
O=C(COc1ccccc1O)Nc1ccc(Cl)cc1,-1.1%,i,15,-0.2%,11%,-4%,2.9%,6%,8%,0.6,59,
O=C(CN1C(=O)NC2(CCCC2)C1=O)OCc1ccccc1,4.3%,i,23,.,.,17%,0.7%[50 µM],5%,.,0.9,72,
Cc1ccc(S(=O)(=O)Nc2nc(C)cc(NN)n2)cc1,-0.2%,i,10,0.2%,0%,1%,0.0%,-6%,17%,0.3,54,
C=CCNC(=O)C1CCN(S(=O)(=O)CC)CC1,0.9%,i,37,-0.1%,7%,7%,2.9%,-2%,9%,0.7,58,
Cc1ccc(C(=O)N2C3=C(CCCC3)C(=O)NC23CCCCC3)cc1,-1.0%,i,20,-0.2%,4%,9%,0.1%,-6%,1%,1.0,40,
CC1CC(NC2=NCCS2)CC(C)(C)C1 (stereo not given),0.1%,i,50,-0.5%,-2%,-6%,-1.0%,-2%,10%,0.0,34,
Cc1cc(Cl)c2oc(C(=O)NCCN3CCOC3=O)c(C)c2c1,5.1%,i,43,-1.2%,-1%,12%,0.0%,-5%,15%,-0.8,58,
# Further results
SMILES,RSV CPE inhibition,T cell modulator,T cell modulator vesicle-bound %,West Nile virus CPE,Salmonella PhoP GFP,Rac1 GTP hydrolysis,K1F lysis inhibition,NS5 inhibitors,SV40 large T antigen,NTR1 ag,NTR1 ag cell count 20 µM,others
CC1(C)NC(C)(C)/C(=C\c2cccs2)C(=O)C1=O,1.2%,i,62,0.2%,.,8%,0.1%,1%,.,-1.2,75,
CC[N+](CC)(CC)C/C=C/CN1CCCCC1,2.4%,i,41,1.5%,-5%,12%,1.3%[50 µM],4%,5%,1.0,69,
O=C(N/N=C/c1ccc(O)c(Br)c1)c1cc2c(ccc3ccccc32)o1,-0.1%,i,8,-1.0%,-3%,1%,1.3%[50 µM],-8%,-8%,5.1,62,
Cn1c(N)c(C(=O)COC(=O)c2cccc(S(=O)(=O)NCc3ccccc3)c2)c(=O)n(C)c1=O,.,i,44,.,.,4%,-0.4%[50 µM],0%,.,7.3,49,
Cc1cc(C)c(OCC(=O)OCC(=O)NC2CCCCCCC2)c(C)c1,0.6%,i,63,-0.1%,4%,1%,0.5%[50 µM],-1%,8%,0.3,43,
CCOC(=O)CSC1=N/C(=C\c2ccc(OC)c(OC)c2)C(=O)N1C,0.9%,i,34,0.0%,3%,5%,0.4%,-1%,3%,3.6,86,
C=CCn1c(COc2ccccc2F)nnc1SCC(=O)NC(=O)NCc1ccco1,0.4%,i,57,-0.4%,-5%,9%,0.4%,3%,8%,0.0,43,
CCOC(=O)c1c(NC(=O)CSc2nnc(-c3ccc(OC)cc3)o2)sc2c1CCC2,0.6%,i,49,0.0%,.,11%,0.2%,-6%,.,5.0,32,
C=C1CCN(Cc2ccccc2)S(=O)(=O)c2ccccc21,5.8%,i,43,-0.7%,-2%,11%,0.7%,3%,17%,-4.9,66,
CCOC(=O)/C(=C/C=C/c1ccccc1)NC(=O)c1ccccc1,7.4%,i,60,-1.2%,29%,10%,0.1%,-11%,-1%,-1.5,72,
Cc1ccc(S(=O)(=O)NCCC(=O)NNC(=O)c2ccccc2O)cc1C,1.3%,i,34,.,-12%,3%,1.0%[50 µM],-11%,6%,-1.3,63,
CCCN1CCN(C(=O)c2ccc3nc(CC)c(CC)nc3c2)CC1,0.8%,i,60,-0.9%,0%,.,0.1%,-7%,8%,1.0,93,
Oc1cccnc1SCc1ccccc1,1.1%,i,19,.,-1%,10%,-1.9%,-1%,23%,12,90,
COC(=O)c1ccc(/C=C/c2c(-c3ccc(OC)cc3)oc3ccccc23)cc1,-3.8%,i,11,0.8%,7%,6%,0.2%,4%,7%,4.2,86,
CCc1nc(SCC(=O)c2ccc(C)c(C)c2)n[nH]1,2.0%,i,27,-0.8%,0%,12%,0.7%,-6%,7%,-0.1,77,NS5 inhibitors pilot replicate=2.0
O=C(NCc1ccccc1Cl)C1CCCN(S(=O)(=O)c2cccc3nsnc23)C1 (stereo not given),3.9%,i,65,-0.4%,-8%,3%,4.4%,-3%,9%,-0.3,57,
CC(OC(=O)c1ncc(Cl)c(Cl)c1Cl)C(=O)NC1(C#N)CCCCC1 (stereo not given),-1.1%,i,26,.,-2%,4%,1.2%[50 µM],3%,11%,7.1,72,
CC(C)(C)NC(=O)CSc1nc2scc(-c3ccccc3)c2c(=O)[nH]1,6.7%,i,47,0.2%,-10%,3%,1.1%[50 µM],2%,2%,0.4,51,
O=C1O/C(=C/c2ccccc2)N=C1c1ccccc1,1.8%,i,41,0.1%,-8%,1%,1.0%,-8%,13%,2.2,71,
C/C=C/C(=O)OCC(=O)Nc1cc(-c2cc(C)c(C)cc2C)nn1-c1ccccc1,7.0%,i,50,-0.8%,-6%,5%,0.3%,-24%,4%,5.1,106,
Cc1oc(-c2cc3c(cc2Cl)OCO3)nc1CN1CCCC(C(=O)N2CCOCC2)C1 (stereo not given),-0.3%,i,6,-1.1%,0%,-9%,0.9%,-5%,2%,0.0,55,
Cc1c(OCC(=O)NC(Cc2ccc(Cl)cc2)C(=O)O)ccc2c3c(c(=O)oc12)CCCC3 (stereo not given),1.6%,i,19,0.0%,-7%,-4%,0.0%,0%,12%,-2.5,94,
CC(=O)N(CC(=O)O)c1ccccc1C(=O)O,1.2%,i,59,0.2%,-7%,2%,0.7%,-10%,11%,-1.0,51,

# In the list so far, 2 contain bromine:
SMILES,RSV CPE inhibition,T cell modulator,T cell modulator vesicle-bound %,West Nile virus CPE,Salmonella PhoP GFP,Rac1 GTP hydrolysis,K1F lysis inhibition,NS5 inhibitors,SV40 large T antigen,NTR1 ag,NTR1 ag cell count 20 µM,others
OC(COc1ccc2cc(Br)ccc2c1)CN1CCCC1 (stereo not given),-3.4%,i,18,?,3%,17%,-2.1%,2%,56%,-0.1,62,
O=C(N/N=C/c1ccc(O)c(Br)c1)c1cc2c(ccc3ccccc32)o1,-0.1%,i,8,-1.0%,-3%,1%,1.3%[50 µM],-8%,-8%,5.1,62,

# 2 neighbouring compounds out of the list so far, quoted:
SMILES,RSV CPE inhibition,T cell modulator,T cell modulator vesicle-bound %,West Nile virus CPE,Salmonella PhoP GFP,Rac1 GTP hydrolysis,K1F lysis inhibition,NS5 inhibitors,SV40 large T antigen,NTR1 ag,NTR1 ag cell count 20 µM,others
COc1ccc(-c2noc(CN(C)CCC3CCCCO3)n2)cc1 (stereo not given),0.8%,i,26,-1.2%,6%,-1%,-1.0%,-2%,10%,0.4,49,
COc1ccc(N(C)S(=O)(=O)c2cccc(C(=O)NCC(c3ccco3)N3CCCC3)c2)cc1 (stereo not given),-0.9%,i,46,.,-6%,3%,-1.5%,-9%,28%,0.8,65,
